# Screening data deposited in PubChem BioAssay by several laboratories.
# UGM FP inh: M. tuberculosis UGM enzyme inhibitors, primary screen, biochemical, fluorescence polarization, single point | UDP-galactopyranose mutase (Mycobacterium tuberculosis (strain ATCC 25618 / H37Rv)), … | purified UGM, fluorescence polarization probe displacement | inhibition, % at 10 µM | 320,000 tested, 0.06% active; in the data active = inhibition above about 10%, passing the limit was not always enough; inconclusive = no clear call, values can overlap the other calls
# Target sequence (P9WIQ1 whole entry, looked up): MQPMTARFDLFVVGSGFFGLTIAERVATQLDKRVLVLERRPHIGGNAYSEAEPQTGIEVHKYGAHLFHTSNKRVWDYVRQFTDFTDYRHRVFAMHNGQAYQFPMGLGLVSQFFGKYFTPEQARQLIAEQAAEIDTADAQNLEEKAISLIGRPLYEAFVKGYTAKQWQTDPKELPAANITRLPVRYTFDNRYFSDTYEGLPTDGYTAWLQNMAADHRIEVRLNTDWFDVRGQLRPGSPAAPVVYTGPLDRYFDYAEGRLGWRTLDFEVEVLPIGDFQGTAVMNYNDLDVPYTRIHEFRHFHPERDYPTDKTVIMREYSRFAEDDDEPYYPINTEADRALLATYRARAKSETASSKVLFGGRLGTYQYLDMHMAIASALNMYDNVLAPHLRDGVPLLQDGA
# FadD28 FP inh: inhibitors of FadD28 bisubstrate probe binding, primary screen, biochemical, fluorescence polarization, single point | inhibition, % at 12.5 µM | 360,000 tested, 0.22% active | Mycobacterium tuberculosis FadD28 fatty-acid-AMP ligase; in the data active = inhibition above about 8.5%, passing the limit was not always enough; inconclusive = no clear call, values can overlap the other calls
# PrPC surface inh: inhibitors of human cell surface prion protein PrPC, primary screen, cell-based, TR-FRET; Major prion protein (Homo sapiens), P04156; TR-FRET read-out; inhibition, % at 13.8 µM; 370,000 tested, 0.43% active; in the data active = inhibition above about 24%; note: 0% = median of the test wells and 100% = reference compound wells
# BoNT A protease: BoNT/A light chain protease inhibitors, primary screen, biochemical, flow cytometry, MLPCN library; Botulinum neurotoxin type A light chain protease (Clostridium botulinum A str. ATCC 3502); multiplex microsphere protease substrate cleavage; inhibition, % at 10 µM; 360,000 tested, 0.17% active; AID 588499, 2011; in the data active = inhibition above about 30%; inconclusive = no clear call, values can overlap the other calls; note: plate controls were buffer without enzyme for full effect and enzyme alone for no effect
# GDH-TPI inh: GDH-TPI coupling enzyme inhibitors, primary screen, artefact control for M. tuberculosis FBA inhibitor project, biochemical, absorbance, full deck | GDH-TPI coupled enzyme counterscreen, NADH absorbance | inhibition, % at 4.8 µM | 360,000 tested, 1.2% active;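 note: 0% = DMSO wells and 100% = wells lacking the enzyme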
# BoNT-F LC inh: BoNT/F light chain protease inhibitors, primary screen, biochemical, flow cytometry, MLPCN library; Botulinum neurotoxin type F light chain protease (Clostridium botulinum); Multiplex microsphere protease cleavage assay; inhibition, % at 10 µM; 360,000 tested, 0.22% active; in the data active = inhibition above about 35%, passing the limit was not always enough; inconclusive = no clear call, values can overlap the other calls; note: plate controls were buffer without enzyme for full effect and enzyme alone for no effect
# CCHF vOTU inh: CCHFV vOTU protease inhibitors, primary screen, biochemical, Pep-AMC substrate, fluorescence; Crimean-Congo hemorrhagic fever virus L polyprotein viral ovarian tumor (vOTU) protease …; 370,000 tested, 0.55% active; inhibition, % at 11.5 µM; note: 0% = vehicle wells with enzyme and 100% = no enzyme wells
# Mtb BioA inh: M. tuberculosis BioA enzyme inhibitors, primary screen, biochemical, plate reader, single point, HTS; 7,8-diaminopelargonic acid synthase BioA (Mycobacterium tuberculosis); purified M. tuberculosis BioA enzyme; inhibition, % at 9.99 µM; 360,000 tested, 0.096% active; AID 602481, 2012; in the data active = inhibition above about 40%; inconclusive = no clear call, values can overlap the other calls
# FBA Mtb inh: Mtb FBA enzyme inhibitors, primary screen, biochemical, fluorescence, strain H37Rv; Fructose-bisphosphate aldolase (Mycobacterium tuberculosis (strain ATCC 25618 / H37Rv)), …; AID 588726, 2011; 360,000 tested, 2.3% active; purified M. tuberculosis FBA, fluorescence read-out; inhibition, % at 1 µM; in the data active = inhibition above about 27%;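 note: 0% = vehicle and 100% = reference inhibitor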
# Target sequence (P9WQA3 whole entry, looked up): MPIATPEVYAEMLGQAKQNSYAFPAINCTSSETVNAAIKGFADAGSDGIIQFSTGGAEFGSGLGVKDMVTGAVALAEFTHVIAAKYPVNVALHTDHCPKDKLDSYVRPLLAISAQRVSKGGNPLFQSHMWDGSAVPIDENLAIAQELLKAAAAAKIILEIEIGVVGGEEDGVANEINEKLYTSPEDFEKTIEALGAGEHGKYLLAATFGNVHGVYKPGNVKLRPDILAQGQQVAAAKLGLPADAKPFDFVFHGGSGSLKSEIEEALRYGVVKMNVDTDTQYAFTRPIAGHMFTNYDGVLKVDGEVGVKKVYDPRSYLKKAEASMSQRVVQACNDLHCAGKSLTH
# * = called active by the depositor; ? = inconclusive; / = not tested or not shown; & = joins results of further samples. Cut-off read from the data, not from the text of the source, unless noted: active = inhibition above about 30%; inactive = the rest.
no.	Compound	UGM FP inh	FadD28 FP inh	PrPC surface inh	BoNT A protease	GDH-TPI inh
1	COCCN1C(=O)C(O)=C(C(C)=O)C1c1ccc(F)cc1 (stereo not drawn)	-0.8	-4.5	-5	0.7	17
2	COc1ccc(-n2cnc3c(sc4nc(N5CCOCC5)c5c(c43)CCCC5)c2=O)cc1	2.2	-0.2	4	-0.5	3
3	O=C(c1ccccc1F)N1CCN(Cc2ccccc2F)CC1	-0.8	0.3	-3	-0.3	-1
4	CCCCNC(=O)N1CCOCCOCCN(C(=O)NCCCC)CCOCC1	0.3	-3.4	5	0.1	-4
5	CC1CCCC(NC(=O)COC(=O)[C@@H]2CC(O)CN2S(=O)(=O)c2ccc3c(c2)OCCO3)C1C (stereo partly drawn)	4.8	-0.8	0	-0.7	0
6	N#Cc1ccccc1OCC(=O)Nc1cccc(S(=O)(=O)N2CCCC2)c1	2.1	-3.7	0	-0.4	-1
7	CCCCNC(=O)Nc1ccc2c(c1)N(C)C(=O)c1ccccc1S2	1.7	-4.5	-7	-2.6	-13
8	CN(C)c1ccc(CNC(=O)/C=C/[C@H]2O[C@@H](n3cnc4c(NC(=O)c5ccccc5)ncnc43)[C@H](O)[C@@H]2O)cc1	/	-0.5	-4	-0.8	/
9	COc1ccc(NC(=O)c2ccccc2C)c(OC)c1	3.3	0.1	2	-1.1	-1
10	CCOc1ccccc1N(CC(=O)NCc1ccc(OC)cc1)S(C)(=O)=O	-1.3	-1.4	0	0.8	12
11	Cc1ccc(-c2nnn(CC(=O)N(CC(=O)NCC3CCCO3)c3ccccc3)n2)o1 (stereo not drawn)	0.3	0.4	1	0.1	17
12	COc1cc2c(cc1OC)C(COc1ccccc1OC)N(C(=O)c1ccco1)CC2 (stereo not drawn)	0.6	-0.6	0	0.1	2
13	CC(C)(C)C1CCc2onc(C(=O)Nc3cccnc3)c2C1 (stereo not drawn)	-0.6	-2.7	1	-0.8	14
14	CCCCC(=O)Nc1cccc(NC(=S)NC(=O)COc2ccccc2Cl)c1	-0.8	-3.8	11	-0.4	0
15	CCc1ccccc1NC(=O)N1C2CCCC1CC(NC(=O)C(C)(C)C)C2 (stereo not drawn)	0.3	0.6	0	-1.1	2

no.	BoNT-F LC inh	CCHF vOTU inh	Mtb BioA inh	FBA Mtb inh
1	3	10	-2.3	0
2	-5	-3	-0.5	1
3	-3	18	/	1
4	-4	-5	-1.9	2
5	-3	-14	/	1
6	-8	-4	/	2
7	-16	7	1.1	-2
8	-6	-2	0.2	1
9	2	-9	0.0	2
10	2	3	/	2
11	5	2	-2.9	0
12	4	-1	1.6	0
13	-4	-6	-0.1	1
14	-6	1	/	2
15	9	-6	-2.1	1

# New compounds follow
no.	Compound	UGM FP inh	FadD28 FP inh	PrPC surface inh	BoNT A protease	GDH-TPI inh
16	COc1ccc(-c2csc(-n3cccn3)n2)cc1	1.4	-0.4	-9	-2.6	9
17	CCOC(=O)NC(=O)C(/C=N/c1sccc1C(=O)OC)=C(\C)O	0.9	-3.2	5	0.8	11
18	N/C(=N\OC(=O)c1ccc(Cl)cc1)c1ccn[nH]1	-2.8	-0.5	5	0.3	-10
19	CN(C(=O)CCCN1C(=O)c2ccccc2C1=O)C1CCCCC1	0.5	-0.2	-6	/	-6
20	O=[N+]([O-])c1ccc(OP(=O)(O)Oc2ccc([N+](=O)[O-])cc2)cc1	/	-0.4	-7	0.2	8
21	CSc1ccc(C(=O)NC2CCSc3ccccc32)cc1 (stereo not drawn)	3.5	0.1	20	-2.2	1
22	COc1cc(NC(=O)c2sc3ncn(CC(=O)N4CCC(C)CC4)c(=O)c3c2C)cc(OC)c1OC	-2.2	-0.4	-4	0.3	18
23	Cc1ccc(C2N(c3ccccn3)C(=O)C3CCCN32)o1 (stereo not drawn)	-0.3	-0.7	0	-1.0	6
24	CCN1/C(=C\C(=S)Nc2ccccc2)Sc2ccccc21	0.6	1.2	23	39*	0
25	CCN(CC(=O)Nc1cc(Cl)ccc1C)C(=O)C1COc2ccccc2O1 (stereo not drawn)	0.4	-1.7	-5	-0.1	11
26	Cc1c(OCc2ccccc2)c(=O)ccn1Cc1ccc(Cl)cc1	0.1	-5.8	6	0.4	-9
27	C=CCNC(=O)COCc1cc(-c2ccc3c(c2)OCO3)on1	1.3	0.2	8	-2.1	-7
28	CCN(CC)c1ccc(/C=N/NC(=O)Cc2cccs2)c(O)c1	0.3	?	4	0.5	38*
29	O=C(CN1CCC(n2nnc3cc(F)ccc32)CC1)NNC(=O)c1ccccc1	0.1	-0.5	1	1.8	2
30	COc1ccc(C2=Nn3c(nnc3-c3ccccn3)SC2)cc1	8.4	-4.0	0	?	17

no.	BoNT-F LC inh	CCHF vOTU inh	Mtb BioA inh	FBA Mtb inh
16	-21	2	/	2
17	-4	-10	/	-3
18	1	1	-0.4	3
19	/	5	0.5	1
20	6	-8	-1.1	-1
21	-4	7	-2.6	3
22	-2	15	-1.1	4
23	-6	3	-3.5	1
24	-45	1	0.2	-1
25	-5	-4	-0.7	3
26	-4	18	/	-1
27	-16	3	-0.5	5
28	-2	10	-0.8	0
29	-14	3	-0.3	0
30	-2	0	2.4	-6

# Reformatted screen by screen: part of the list above.
[26] Cc1c(OCc2ccccc2)c(=O)ccn1Cc1ccc(Cl)cc1
[27] C=CCNC(=O)COCc1cc(-c2ccc3c(c2)OCO3)on1
[24] CCN1/C(=C\C(=S)Nc2ccccc2)Sc2ccccc21
[22] COc1cc(NC(=O)c2sc3ncn(CC(=O)N4CCC(C)CC4)c(=O)c3c2C)cc(OC)c1OC
[23] Cc1ccc(C2N(c3ccccn3)C(=O)C3CCCN32)o1 (stereo not drawn)

entry no.	26	27	24	22	23
UGM FP inh	0.1	1.3	0.6	-2.2	-0.3
FadD28 FP inh	-5.8	0.2	1.2	-0.4	-0.7
PrPC surface inh	6	8	23	-4	0
BoNT A protease	0.4	-2.1	39*	0.3	-1.0
GDH-TPI inh	-9	-7	0	18	6
BoNT-F LC inh	-4	-16	-45	-2	-6
CCHF vOTU inh	18	3	1	15	3
Mtb BioA inh	/	-0.5	0.2	-1.1	-3.5
FBA Mtb inh	-1	5	-1	4	1

# More structures follow.
no.	Compound	UGM FP inh	FadD28 FP inh	PrPC surface inh	BoNT A protease	GDH-TPI inh
31	CC(=O)Nc1ccc(NC(=O)CSc2nnc(NC(=O)Cc3ccc(F)cc3)s2)cc1	2.6	-1.2	5	1.2	-2
32	CCc1nnc(NC(=O)CN2CCN(c3nc(-c4ccccc4)cs3)CC2)s1	2.8	-0.8	3	-0.7	4
33	OC(CN1CCN(c2ccccc2F)CC1)c1ccc(F)cc1 (stereo not drawn)	-0.9	-1.0	-1	-0.1	2
34	Cc1c(NC(=O)Nc2ccc(F)cc2F)c(=O)n(-c2ccccc2)n1C	1.8	-1.0	5	1.0	0
35	O=C(CN1C(=O)NC2(CCc3ccccc32)C1=O)NC1CCCCC1 (stereo not drawn)	/	-3.2	10	0.1	5
36	CC(=O)Nc1ccc(NC(=O)CSc2nnc(NC(=O)C3CC3)s2)cc1	-0.4	-1.4	-2	0.9	4
37	O=C(CCN1C(=O)COc2ccccc21)N1CCC2(CC1)OCCO2	0.3	-0.7	-8	-0.1	9
38	COc1ccccc1NC(=O)CCNC(=O)Cn1ccc2ccccc2c1=O	-0.7	-1.4	-3	-1.5	12
39	O=S(=O)(NCCNS(=O)(=O)c1ccc(F)cc1)c1ccc(F)cc1	-1.1	-2.8	-1	-0.3	7
40	C=CCn1c(SCC(=O)NC2CCCCC2)nnc1C(C)NC(=O)c1cccs1 (stereo not drawn)	-1.0	-2.8	11	-5.1	9
41	COc1ccc(OC(C)C(=O)Nc2ccc([N+](=O)[O-])cc2)cc1 (stereo not drawn)	0.1	-0.4	-11	-0.5	16
42	CCOc1ccc2nc(NCCNC(=S)NCCCN(C)C)c(C#N)cc2c1	2.1	-1.6	-16	4.4	-2
43	Cn1c(=O)n(C)c2cc(S(=O)(=O)Nc3ccc(F)cc3)ccc21	2.2	-1.1	0	-0.1	-3
44	O=C(CCNC(=O)C1CCN(S(=O)(=O)c2ccccc2)CC1)NC1CC1	0.0	-2.4	0	-0.2	2
45	CCOC(=O)c1ccc(NC(=O)CSc2nnc(Cc3cccs3)n2C)cc1	0.0	-1.9	5	-0.4	-4

no.	BoNT-F LC inh	CCHF vOTU inh	Mtb BioA inh	FBA Mtb inh
31	-5	1	-0.3	3
32	0	-6	-0.5	0
33	14	-16	3.8	10
34	-10	-9	-2.0	8
35	-3	0	-1.6	-2
36	3	6	-2.4	0
37	-4	-12	-0.6	4
38	-6	-1	0.2	3
39	-3	-7	1.6	0
40	-43	-9	0.8	-1
41	-5	2	4.0	2
42	-8	-20	/	20
43	-8	-10	-0.4	0
44	-7	16	-0.9	3
45	2	12	-1.0	-1

# (continued)
no.	Compound	UGM FP inh	FadD28 FP inh	PrPC surface inh	BoNT A protease	GDH-TPI inh
46	COc1ccc(CC(N)c2csc(Nc3cnccn3)n2)cc1 (stereo not drawn)	/	-4.0	19	-0.2	7
47	N#CC(C#N)=C1NC2(CCCCC2)Cc2ccccc21	2.2	-3.8	-5	-7.7	21
48	CC(NC(=O)/C(C#N)=C/c1ccc(C(=O)O)cc1)c1ccccc1 (stereo not drawn)	-0.3	0.7	8	-1.4	38*
49	Cn1nnnc1SCC(=O)c1ccc(Br)s1	-3.6	-2.4	-2	-0.2	-2
50	CC1CCC(NC(=O)Cn2c(=O)oc3ccccc32)CC1 (stereo not drawn)	4.9	-0.6	3	-0.9	2
51	CC(CCc1ccccc1)NC(=O)CN(C)Cc1ccc(F)cc1 (stereo not drawn)	2.0	/	-1	-3.5	-6
52	O=C(Nc1ccccc1-c1nc2ccccc2s1)c1cccnc1	-0.7	-2.8	6	0.3	5
53	CC(C)[C@H](NC(=O)N1c2ccccc2NC(=O)[C@@H]1C(C)C)C(=O)N[C@H](C(=O)O)c1ccccc1	-2.9	-0.2	4	-0.1	12
54	COC(=O)C[C@@H]1C[C@@H]2c3cc(NC(=O)NC4CCCCC4)ccc3O[C@@H]2[C@H](CO)O1	/	-1.3	2	-0.4	5
55	CCc1ccc(OCC(=O)OC2CCS(=O)(=O)C2)cc1 (stereo not drawn)	-1.1	-4.0	-3	0.9	-10
56	CCOCC(=O)NCc1ccc2c(c1)cc(C)n2C	3.2	0.8	-13	6.0	6
57	O=C1OCCC1Sc1nc2ccccc2n1Cc1ccccc1 (stereo not drawn)	0.8	-0.7	-5	-0.7	7
58	O=C(CN1C(=O)S/C(=C\C=C\c2ccccc2)C1=O)Nc1ccccc1C(=O)O	-1.6	-0.4	6	0.2	35*
59	Cc1cccc(OCCNC(=O)CCc2ccccc2)c1	-3.7	-3.2	0	4.1	-6
60	Cc1ccc(-n2c(Cl)c(Cl)[nH]c(=O)c2=O)cc1	-1.1	-2.3	7	-0.4	7

no.	BoNT-F LC inh	CCHF vOTU inh	Mtb BioA inh	FBA Mtb inh
46	-8	-8	3.3	-2
47	?	-8	-0.4	-1
48	-2	-3	-2.1	-4
49	-2	7	4.1	0
50	1	13	-1.6	2
51	-24	0	2.4	0
52	4	-10	/	4
53	-20	-3	-1.6	-1
54	-3	4	0.8&-1.5	-2
55	-1	8	1.4	-2
56	-9	4	3.5	4
57	-16	9	5.3	3
58	-1	13	/	-2
59	?	-4	-0.3	0
60	-7	3	0.2	2
